# OX1R antag-1: antagonists of human orexin 1 receptor (OX1R); 1.8% of 330,000 active; O43613; AID 485270; inhibition, % at 6.6 µM; OX1R-expressing cells, FRET antagonist read-out; in the data active means inhibition mostly above about 38%, no sharp cut-off; inactive means mostly below about 40%;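 further: 0% = agonist challenge alone and 100% = reference antagonist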
# Target sequence (O43613 whole entry, looked up): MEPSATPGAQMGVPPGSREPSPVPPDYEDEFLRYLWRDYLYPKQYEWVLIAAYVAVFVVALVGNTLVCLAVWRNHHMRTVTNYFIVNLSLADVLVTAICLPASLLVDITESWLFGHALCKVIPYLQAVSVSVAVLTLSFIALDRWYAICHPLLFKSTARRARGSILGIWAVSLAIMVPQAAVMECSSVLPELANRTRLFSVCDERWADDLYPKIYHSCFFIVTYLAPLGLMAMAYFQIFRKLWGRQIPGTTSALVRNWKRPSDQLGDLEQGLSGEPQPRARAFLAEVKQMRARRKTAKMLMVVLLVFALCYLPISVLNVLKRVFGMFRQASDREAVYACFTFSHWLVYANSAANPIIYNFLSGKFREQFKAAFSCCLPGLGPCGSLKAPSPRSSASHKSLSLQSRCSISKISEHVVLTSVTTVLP
# OX1R antag-2: blocks the human orexin 1 receptor. O43613. inhibition, % at 5 µM. AID 434989. CHO/OX1R cells, Fluo-8 calcium fluorescence, orexin A. 0.43% of 330,000 active;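 active means inhibition above its plate's threshold, mean inhibition of all tested compounds on the plate plus 3 SD, cut at about 37% in these data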;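 further: 0% = orexin A challenge wells and 100% = SB-334867-A antagonist wells; not every result past the cut was called active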
# * hit, by the source's call.
# The line under a structure holds: OX1R antag-1 | OX1R antag-2
> CC(C)n1c(N2CCN(C(=O)NCc3ccccc3)CC2)nc2ccccc21
    7.9 | -23.7
> CCCNC(=O)C(Cc1ccccc1)NS(=O)(=O)c1ccc2c(c1)CCC(=O)N2 (configuration not stated)
    13.7 | -10.8
> COc1ccc(C(=O)NC(C)C2CC3CCC2C3)c(OC)c1 (configuration not stated)
    24.9 | -27.3
> CS(=O)(=O)NCc1ccc(C(=O)NCCOc2ccccc2)cc1
    11.1 | -9.5
> COc1ccccc1CN1CCCC(CNC(=O)c2cccc3ccccc23)C1 (configuration not stated)
    1.3 | -33.6
> COc1ccc(CNC(=O)CCC(=O)c2ccc(C)cc2)cc1OC
    18.2 | -15.6
> COc1ccc(CNC(=O)c2n[nH]c3ccccc23)cc1OC
    8.7 | -10.3
> NC(=O)c1cc(NC(=O)CCc2nc3ccccc3s2)cc(C(N)=O)c1
    -2.5 | 5.9
> COc1cc(OC)cc(OC(=O)c2cccc(S(=O)(=O)N3CCN(C)CC3)c2)c1
    10.8 | -11.0
> CCCC(C)C(=O)OCC(=O)Nc1c(Br)cc(C)cc1Br (configuration not stated)
    4.0 | -25.7
> O=C1CC/C=C\C[C@@H](CC(=O)N(CCO)Cc2ccccc2)C(=O)N[C@H](Cc2c[nH]c3ccccc23)CO1
    36.4 | 12.6
> CCOC(=O)C1=NOC(CNC(=O)c2ccccc2Cl)C1 (configuration not stated)
    7.7 | -6.9
> COC(=O)c1ccc(/C=N/NC(=O)CC(=O)NC(C)C)cc1
    10.6 | 4.9
> O=C(/C=C/c1cccs1)NCc1cccs1
    4.5 | -16.8
> O=S(=O)(c1ccc(OCC2CO2)cc1)c1ccc(OCC2CO2)cc1 (configuration not stated)
    10.4 | 15.0
> CC(C)c1ccc(C(=O)COC(=O)C(O)c2ccccc2)cc1 (configuration not stated)
    9.8 | -6.4
> C/C=C\C(=O)Nc1cccc(C2=NOC3(C2)C[C@@H](C(N)=O)N(C(=O)c2ccc(Cl)cc2)C3)c1 (some centres not stated)
    3.3 | -0.9
> COc1cccc(Oc2nc3ncn(Cc4ccccc4)c3c(=O)n2C)c1
    20.8 | -11.2
> O=C(NCCc1csc(-c2cccc(F)c2)n1)c1ccco1
    5.0 | -9.0
> Cc1ccc(N2C(=O)C(Cl)=C(NCCO)C2=O)c(C)c1
    15.6 | -22.1

# New compounds follow.
# The line under a structure holds: OX1R antag-1 | OX1R antag-2
> CC(C)CNS(=O)(=O)c1ccc(CCC(=O)NCC2CCCO2)cc1 (configuration not stated)
    13.7 | -24.4
> C=CCOc1c(Br)cc(CNn2cn[nH]c2=S)cc1OC
    35.0 | 1.9
> C=C(C)CSc1nnc(CCCCCNC(=O)OC(C)(C)C)o1
    7.9 | -10.6
> CCc1nnc(NS(=O)(=O)c2ccc(NC(=O)c3cccc4ccccc34)cc2)s1
    18.1 | -10.9
> CCOc1c(Cl)cc(Cl)cc1CNCCNCCO
    6.9 | -10.5
> COc1cccc(N2C(=O)C3CCCN3C2c2ccc(Cl)cc2)c1 (configuration not stated)
    12.3 | -31.9
> COc1ccc(-c2nn(-c3ccccc3)cc2/C=N/Nc2ccccn2)cc1OC
    17.3 | -11.0
> O=C(COC(=O)c1n[nH]c2ccccc12)Nc1ccc(S(=O)(=O)N2CCCC2)cc1
    35.1 | 28.9
> CCCNC(=O)COC(=O)c1ccc(OCC(=O)Nc2ccccc2OC)c(OC)c1
    8.0 | -12.2
> O=C(CSc1nnc(CCc2ccccc2)n1-c1ccc(Cl)cc1)c1ccccc1
    6.5 | -23.2
> CCC(C)(C)n1nnnc1C(C(C)C)N1CCN(C)CC1 (configuration not stated)
    8.0 | -7.7
> CC(C)N(Cc1ccccc1)C(=O)c1ccc2nsnc2c1
    11.4 | -21.1
> O=c1c(Cc2ccc(Cl)cc2)c(O)ccn1Cc1cccs1
    9.1 | -23.2
> O=C1c2ccccc2NC(c2ccc(O)c(O)c2)N1c1ccccc1Cl (configuration not stated)
    10.8 | -28.8
> CCC1=NN(C(=O)c2ccc(Br)cc2)C(O)(c2ccccc2)C1 (configuration not stated)
    4.2 | -28.8
> COc1ccc(NC(=O)/C(Cl)=C(/Cl)S(=O)Cc2ccccc2)cn1 (configuration not stated)
    5.8 | 7.2
> CN(c1ccc(C(=O)NC2CC2)cc1)S(=O)(=O)c1ccccc1
    22.0 | -6.9
> CCOc1cc(/C=N/NC(=O)c2ccc(O)cc2)ccc1Oc1nc(Cl)ncc1F
    12.8 | -6.6
> CN1C(C(=O)NCc2cccc(C(F)(F)F)c2)CC2Cn3c(nc4ccccc43)C21 (configuration not stated)
    28.6 | -21.4
> CCCCNC(=O)c1ccccc1C(=O)NCCCC
    16.6 | -15.0

# Remaining list, next part.
# The line under a structure holds: OX1R antag-1 | OX1R antag-2
> O=C(Nc1ccc(SC(F)F)cc1)c1cc(-c2ccncc2)nc2ccccc12
    6.3 | -8.3
> O=C(CSc1nc2ncccc2[nH]1)Nc1ccccc1-c1ccccc1
    71.7* | 33.1
> COc1ccc(C(=O)NCc2nnc(SCC(=O)Nc3ccccc3OC)n2C)cc1
    8.9 | -18.0
> CC(=O)Nc1ccc(S(=O)(=O)Nc2nc3ccccc3nc2Nc2ccc(S(N)(=O)=O)cc2)cc1
    3.2 | -2.8
> Cc1ccc2nc(NC(=O)CN(C)S(=O)(=O)c3cccc4nsnc34)sc2c1
    17.3 | -5.8
> CCn1c(=O)c(C(=O)NCc2ccccc2OC)c(O)c2ccccc21
    8.1 | -4.1
> CC(=O)NCCOc1cccc2cccnc12
    6.3 | -9.0
> COc1cc(C#Cc2c(-c3cncn3C)n(C)c3ccc(-c4ccc(OC)c(OC)c4)cc23)cc(OC)c1
    9.6 | -40.0
> CC1(C)COCN1C(=O)c1ccc(Cl)c(Cl)c1
    5.5 | -3.8
> CCCOC(=O)Nc1sc2c(c1C(N)=O)CCCC2
    22.4 | -6.1
> CC(C)OCCCNC(=O)CNC(=O)c1ccc(Cl)c(Cl)c1
    1.9 | -13.7
> CCC1OC(c2ccc([N+](=O)[O-])cc2)=Nc2ccccc21 (configuration not stated)
    14.9 | -22.7
> CC(=O)N(C1=C(N)C(=O)c2ccccc2C1=O)c1ccccc1
    45.5* | -11.7
> CN(CC(=O)Nc1cccc(F)c1)C(=O)c1ccc(S(=O)(=O)N2CCCC2)cc1
    -1.0 | -10.4
> COc1ccc(CCNC(=O)Cn2cccc2C(=O)c2ccccc2)cc1OC
    4.6 | -10.0
> Cc1ccccc1N1C(N)=NC(N)=NC1(C)C
    10.8 | -18.0
> CC(C(=O)Nc1ccccc1-c1ccccc1)N(C)Cc1nc2ccccc2c(=O)[nH]1 (configuration not stated)
    33.5 | -33.5
> CC(=O)NS(=O)(=O)c1cccnc1Nc1ccc(Cl)c(Cl)c1
    39.3 | -8.2
> CCOC(=O)C1=C(O)/C(=C/c2ccc(OCC(=O)O)c(OCC)c2)SC1=Nc1ccccc1
    12.1 | -31.5
> CC(=O)Nc1cccc(N(C)C)c1
    19.9 | -5.4

# (further entries)
# The line under a structure holds: OX1R antag-1 | OX1R antag-2
> CCN1CCc2c(OCC(=O)N3CCCc4ccccc43)cccc2C1=O
    15.8 | -25.1
> COc1ccc(CNC(=O)c2ccc3c(c2)N(C)CCS3)cc1
    14.7 | -16.3
> CNC(=O)c1nn(-c2ccccc2)ccc1=O
    12.4 | 2.8
> COCCNC(=O)c1cc(-c2ccccc2C)nn1CC1CC(c2cccnc2)=NO1 (configuration not stated)
    12.1 | 14.8
> CCOC(=O)Cc1csc(NC(=O)c2sc3nc4ccc(CC)cc4cc3c2N)n1
    8.6 | 5.0
> COc1ccc(CN2CCC(C(=O)N3CCN(c4ccccc4F)CC3)CC2)cc1OC
    5.8 | -12.5
> Cc1ccccc1-n1c(SC2CCOC2=O)nnc1-c1ccncc1 (configuration not stated)
    10.0 | -6.2
> CCC(c1nnc(SCC(=O)NNC(=O)c2ccccc2)n1Cc1ccccc1)N(C)C (configuration not stated)
    16.4 | -14.8
> O=C1N/C(=C/c2ccc(Br)s2)C(=O)N1c1ccccc1
    13.3 | -6.4
> Cc1ccc(Oc2ccccc2/C=C/C(=O)O)cc1
    19.5 | -2.1
> CC(C)c1ccc(C(=O)NC2=NCCS2)cc1
    27.4 | -2.4
> Cc1cc(C)n(/N=C/c2cccs2)c(=O)c1C#N
    12.0 | -10.8
> COc1ccc(CN2C(=O)CCC2(C)C(=O)NC2CCCC2)c(OC)c1 (configuration not stated)
    4.3 | -5.5
> Cc1cc(C)n(C(=O)Cc2cn3ccsc3n2)n1
    10.7 | 3.2
> COc1cccc(CNC(=O)c2ccccc2C(=O)NC(C)(C)C(=O)NCc2cccc(OC)c2)c1
    10.7 | -16.5
> COc1ccc(C(CNC(=O)c2ccc(NS(=O)(=O)c3ccc(F)c(C)c3)cc2)N(C)C)cc1 (configuration not stated)
    13.2 | -14.9
> Cc1cc([N+](=O)[O-])nn1CCCC(=O)N1CCN(c2ccc(F)cc2)CC1
    8.9 | -9.5
> O=C(CCC(=O)N(CC(=O)NC1CCCCC1)c1ccc2c(c1)OCCO2)Nc1ccccn1
    7.9 | -4.5
> N#C/C(=C\c1ccc(OCCN2CCOCC2)cc1)C(=O)Nc1ccccc1F
    13.6 | -14.3
> Cc1ccc(NC2CCCN(C(=O)c3cn4cc(Cl)ccc4n3)C2)cc1C (configuration not stated)
    30.0 | -21.8

# (cont.)
# The line under a structure holds: OX1R antag-1 | OX1R antag-2
> c1ccc(COc2cccc(CNCc3cccs3)c2)cc1
    18.1 | -22.8
> CCOC(=O)C1=C(C)Nc2ncnn2C1c1cccnc1 (configuration not stated)
    4.3 | -9.8
> COc1ccc(Nc2nc3nonc3nc2N2CCCCC2)cc1
    2.7 | -7.9
> O=C(CSc1nnc(-c2ccccc2F)o1)N1CCNC1=O
    -1.9 | 6.1
> COCCCn1c(SCc2nnc(-c3ccccc3)o2)nc2sc3c(c2c1=O)CCC3
    13.2 | -16.4
> CCOC(=O)c1[nH]c(C)c(C(=O)OC)c1C
    6.0 | -12.7
> CCOC(=O)C1=C(C)N(C)C(=O)NC1c1cccc([N+](=O)[O-])c1 (configuration not stated)
    23.4 | -26.3
> COCCOC(=O)C1=C(C)NC(=O)NC1c1ccc(-c2ccc(F)cc2)o1 (configuration not stated)
    20.6 | -28.6
> CCC(CC)C1C(C#N)=C(N)SC(N)=C1C#N
    0.8 | -4.5
> O=C(NC(=S)N1CCCC1)c1ccc(Cl)cc1
    26.6 | -1.7
> COc1cccc(NC(=O)N2CCC(C(=O)Nc3ccc(C)cc3C)CC2)c1
    10.6 | -30.2
> C/C(=N\Nc1nc(N2CCCCCC2)nc(N2CCCCCC2)n1)c1ccccc1
    9.0 | -46.2
> CC(=O)Nc1ccc(C(=O)COC(=O)c2ccco2)c(F)c1
    4.4 | 2.4
> CC(=O)Nc1ccc(NC(=O)CCC(=O)Oc2ccc(C)cc2)cc1
    4.9 | -2.5
> CSc1nnc(-c2ccco2)c(-c2ccco2)n1
    45.2 | -13.6
> CCc1cc(=O)oc2cc(C)cc(OCC(=O)NC3CCN(Cc4ccccc4)CC3)c12
    10.3 | -24.3
> Cc1c(CCC(=O)O)c(=O)oc2cc3occ(-c4ccccc4)c3cc12
    37.7 | -11.2
> CC1=C(C#N)S(=O)(=O)C(C#N)C(c2ccccc2)C1 (configuration not stated)
    5.4 | -4.0
> CCOC(=O)c1cc(CC)sc1NC(=O)CN1C(=O)C(=O)N(CC(C)C)C1=O
    14.0 | -13.9
> CCn1c(=O)c(C(=O)NNS(=O)(=O)c2ccc(C)cc2)c(O)c2ccccc21
    19.4 | -9.6
> CCN1CCN(c2cc(C)c3cc(NC(=O)CCC(=O)N4CCN(c5ccccc5OC)CC4)ccc3n2)CC1
    4.1 | -12.1

# Three entries out of the list above, ordered by the number in OX1R antag-2, largest number first.
# The line under a structure holds: OX1R antag-1 | OX1R antag-2
> CCN1CCN(c2cc(C)c3cc(NC(=O)CCC(=O)N4CCN(c5ccccc5OC)CC4)ccc3n2)CC1
    4.1 | -12.1
> COCCOC(=O)C1=C(C)NC(=O)NC1c1ccc(-c2ccc(F)cc2)o1 (configuration not stated)
    20.6 | -28.6
> C/C(=N\Nc1nc(N2CCCCCC2)nc(N2CCCCCC2)n1)c1ccccc1
    9.0 | -46.2

# Molecules listed so far that contain fluorine, in the order listed:
# The line under a structure holds: OX1R antag-1 | OX1R antag-2
> O=C(NCCc1csc(-c2cccc(F)c2)n1)c1ccco1
    5.0 | -9.0
> CCOc1cc(/C=N/NC(=O)c2ccc(O)cc2)ccc1Oc1nc(Cl)ncc1F
    12.8 | -6.6
> CN1C(C(=O)NCc2cccc(C(F)(F)F)c2)CC2Cn3c(nc4ccccc43)C21 (configuration not stated)
    28.6 | -21.4
> O=C(Nc1ccc(SC(F)F)cc1)c1cc(-c2ccncc2)nc2ccccc12
    6.3 | -8.3
> CN(CC(=O)Nc1cccc(F)c1)C(=O)c1ccc(S(=O)(=O)N2CCCC2)cc1
    -1.0 | -10.4
> COc1ccc(CN2CCC(C(=O)N3CCN(c4ccccc4F)CC3)CC2)cc1OC
    5.8 | -12.5
> COc1ccc(C(CNC(=O)c2ccc(NS(=O)(=O)c3ccc(F)c(C)c3)cc2)N(C)C)cc1 (configuration not stated)
    13.2 | -14.9
> Cc1cc([N+](=O)[O-])nn1CCCC(=O)N1CCN(c2ccc(F)cc2)CC1
    8.9 | -9.5
> N#C/C(=C\c1ccc(OCCN2CCOCC2)cc1)C(=O)Nc1ccccc1F
    13.6 | -14.3
> O=C(CSc1nnc(-c2ccccc2F)o1)N1CCNC1=O
    -1.9 | 6.1
> COCCOC(=O)C1=C(C)NC(=O)NC1c1ccc(-c2ccc(F)cc2)o1 (configuration not stated)
    20.6 | -28.6
> CC(=O)Nc1ccc(C(=O)COC(=O)c2ccco2)c(F)c1
    4.4 | 2.4
